RAM network inh = inhibitors of the yeast RAM network, primary screen, dse1pr::URA3 reporter, 5-FOA selection; AID 868, 2007; S. cerevisiae dse1pr::URA3 reporter, 5-FOA growth OD615, 2 d; analog-sensitive cbk1-as2 kinase mutant strain; 1.8% of 190,000 active; inhibition, % at 50 µM;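 active = inhibition above a set limit, 3 SD over mean compound inhibition, cut at about 8.4% in these data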;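 note: 0% = DMSO-only wells with no growth and 100% = 10 µM 1-NA-PP1 full growth; inhibition rescues growth on 5-FOA so higher OD means more RAM inhibition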
Diaphorase inh = diaphorase inhibitors and chemical oxidizers, primary screen, counter-screen for diaphorase-coupled primary assays, biochemical, uHTS, resorufin fluorescence; AID 1217, 2008; 0.69% of 190,000 active; inhibition, % at 20 µM; diaphorase resazurin-to-resorufin fluorescence, NADH, 16 min; bacterial (C. kluyveri) enzyme, not human;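 active = primary screen inhibition at 20 µM above a set limit, cut at about 50% in these data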;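 note: plate controls were DMSO with full reaction for no effect and wells lacking NADH for full effect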
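System: Bacterial diaphorase enzyme (C. kluyveri) | Incubation: 16-min room-temperature incubation before reading | Benchmarks: No-NADH positive control and DMSO neutral control | Measured by: Resorufin fluorescence 544/590 nm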
L major viab = Leishmania major promastigote growth inhibition, primary screen; Leishmania major promastigotes, resazurin fluorescence viability; inhibition, % at 10 µM; 9% of 200,000 active; AID 1063, 2008;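 note: promastigotes grown with compound for 44 hours at 28 °C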
PMI activator = activators of human PMI, primary screen, biochemical, fluorescence intensity, near-Km mannose 6-phosphate. Mannose-6-phosphate isomerase (Homo sapiens), P34949. purified human PMI, coupled resazurin fluorescence, 20 min; active compounds read high; 1 = vehicle control, 0 substrate-free wells. activation factor at 20 µM. 0.005% of 190,000 active;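 active = activation factor of 2 or more at 20 µM, relative to plate controls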
Target sequence (P34949 whole entry, looked up): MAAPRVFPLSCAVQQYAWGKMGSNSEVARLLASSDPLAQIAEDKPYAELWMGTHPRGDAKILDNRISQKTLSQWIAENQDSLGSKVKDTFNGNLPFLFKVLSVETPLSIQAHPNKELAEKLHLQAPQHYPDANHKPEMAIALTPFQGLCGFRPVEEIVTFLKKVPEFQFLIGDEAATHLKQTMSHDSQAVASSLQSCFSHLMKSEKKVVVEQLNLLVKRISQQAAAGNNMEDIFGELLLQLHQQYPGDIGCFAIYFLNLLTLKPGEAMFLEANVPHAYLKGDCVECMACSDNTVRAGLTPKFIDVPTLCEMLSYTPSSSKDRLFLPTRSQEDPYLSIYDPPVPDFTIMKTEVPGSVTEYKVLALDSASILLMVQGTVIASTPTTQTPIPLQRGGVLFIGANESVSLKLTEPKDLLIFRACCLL
Hsp70 act = Hsp70 transcriptional activators, primary screen, cell-based, HeLa, Hsp70 promoter luciferase, luminescence, 10 µM | activation, % at 10 µM | 0.04% of 200,000 active | HeLa Hsp70 promoter luciferase reporter; scaled: vehicle 0, proteasome-inhibitor control 100% | AID 1203, 2008;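 active = activation above the mean across all tested compounds plus 3 SD, cutoff set per campaign, cut at about 5.5% in these data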;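 note: 100% = MG132 at 30 µM as the positive control and 0% = DMSO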
G6PDH CS = L. mesenteroides G6PDH inhibitors, counter-screen for G6PDH-coupled screening assays, biochemical, Leuconostoc mesenteroides enzyme | Purified L. mesenteroides G6PDH, diaphorase/resazurin coupled fluorescence, 45 min | 0.12% of 200,000 active | inhibition, % at 5 µM | glucose-6-phosphate dehydrogenase [Leuconostoc mesenteroides]
DTT redox prof = compounds producing H2O2 with reducing agent – biochemical, NIH compound library profiling, artefact control for MLSCN library redox annotation, primary screen; 0.03% of 200,000 active; AID 878, 2007; activation, % at 10 µM; DTT-dependent redox cycling H2O2, phenol red/HRP absorbance; 100% = 100 µM peroxide control, 0% = buffer;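 active = activation of at least 50% relative to the plate's high and low controls in the primary single-dose screen; inactive = activation below 50%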;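 note: compound incubated with DTT at 0.8 mM final as the reducing agent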
PMI act hi M6P = human PMI activators, high substrate, primary screen, biochemical, fluorescence intensity, near-saturating mannose 6-phosphate | coupled PMI enzyme assay, resazurin fluorescence, 20 min; active compounds read high; 1 = untreated enzyme, 0 = substrate-free blank | 0.34% of 190,000 active | Mannose-6-phosphate isomerase (Homo sapiens), P34949 | activation factor at 20 µM;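 active = activation factor of 2 or more at 20 µM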
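Technique: Diaphorase-driven resazurin-to-resorufin fluorescence, excitation 544, emission 590 nm | Assay system: Human PMI in coupled enzyme assay | Times: Enzyme reaction with compound 20 min at room temperature | Medium: HEPES-buffered pH 7.4 with magnesium and detergent | Reagent: Mannose-6-phosphate 1.0 mM (near-saturating) plus 0.22 mM NADP+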
TLR4 MyD88 comp = inhibitors of TLR4-MyD88 association in cells, primary screen, cell-based, HeLa CL3-4, BLA complementation, FRET ratio | 0.18% of 200,000 active | inhibition, % at 8.4 µM | AID 861, 2007 | HeLa CL3-4 TLR4/MyD88 BLA complementation | Toll-like receptor 4 (Homo sapiens) + Myeloid differentiation primary response protein …; in the data active = inhibition above about 25%;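 note: 0% = vehicle and 100% = reference inhibitor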
S1P3 antagonist = S1P3 receptor antagonists, primary screen, cell-based | Sphingosine 1-phosphate receptor 3 (Homo sapiens), Q99500 | CHO S1P3 NFAT-BLA reporter, FRET fluorescence, antagonist mode | inhibition, % at 4.98 µM | 0.27% of 170,000 active | AID 485, 2006;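 active = inhibition above the plate cutoff, the mean inhibition of test wells on that plate plus 3 SD, cut at about 28% in these data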;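 note: cells challenged with S1P at its EC80 of 0.8 µM; blue over green emission ratio from cleaved BLA substrate after 4 h stimulation; 0% = S1P-stimulated wells and 100% = unstimulated DMSO-only wells; some compounds past the cut are filed as inactive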
Target sequence (Q99500 whole entry, looked up): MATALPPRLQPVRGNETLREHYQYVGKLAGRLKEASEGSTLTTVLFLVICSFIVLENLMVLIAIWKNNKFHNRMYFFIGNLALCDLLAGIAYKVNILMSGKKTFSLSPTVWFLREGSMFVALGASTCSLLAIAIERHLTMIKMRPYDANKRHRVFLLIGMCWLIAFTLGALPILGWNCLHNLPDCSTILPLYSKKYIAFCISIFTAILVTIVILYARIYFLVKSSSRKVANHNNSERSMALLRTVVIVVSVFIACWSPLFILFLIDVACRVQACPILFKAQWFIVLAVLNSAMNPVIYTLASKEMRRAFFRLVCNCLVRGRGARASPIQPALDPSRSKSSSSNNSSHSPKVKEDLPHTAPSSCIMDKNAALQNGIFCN
Diaphorase act = compounds boosting diaphorase resazurin reduction – biochemical, uHTS, resorufin fluorescence, counter-screen for diaphorase-coupled primary assays, primary screen; Diaphorase/resazurin coupled assay, 16 min; active compounds read high; 1 = vehicle wells, 0 = NADH-free wells; activation factor at 20 µM; 0.005% of 190,000 active; AID 1229, 2008;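 active = diaphorase activity raised at least twofold by the compound at 20 µM; inactive = activation factor below 2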
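Material: Purified diaphorase enzyme from Clostridium kluyveri | Buffer or medium: 50 mM HEPES pH 7.4 with 4.542 mM MgCl2, 0.005% Tween 20 | Times: 16 min enzyme reaction, ambient temperature | Signal: Red resorufin fluorescence at 544/590 nm excitation/emission | Measure: Increased resorufin signal from activators or reducing compounds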
Active calls of the source: *; x = no result given. Cut-off read from the data, not from the text of the source, unless noted: active = inhibition above about 50%; inactive = the rest.

[1] Cc1cccc(CCNS(=O)(=O)c2ccc(S(=O)(=O)N3CCCCC3)cc2)c1
[2] CS(=O)(=O)Nc1ccc(C(=O)N2CCCCC2)cc1
[3] CCOC(=O)c1csc(NC(=O)c2ccc(OCC)cc2)n1
[4] COCCN(C(=O)COc1ccccc1)c1nnc(-c2cccnc2)s1
[5] CCCCCCCCNC(C)C(O)c1ccc(SC(C)C)cc1 (stereo not drawn)
[6] O=[N+]([O-])c1ccc(N/N=C/c2c[nH]c3ccccc23)cc1
[7] CCOC(=O)N1CCN(C(=O)Nc2ccccc2)CC1
[8] O=C(/C=C/c1ccccc1[N+](=O)[O-])NCC1CCCO1 (stereo not drawn)
entry no.,1,2,3,4,5,6,7,8
RAM network inh,4.9,0.1,-0.3,1.1,-0.1,2.4,-0.2,1.3
Diaphorase inh,6,22,10,11,-12,15,18,8
L major viab,0,-6,17,-2,100*,98*,-6,64*
PMI activator,0.9,0.9,1,0.9,1,0.9,1,0.8
Hsp70 act,-0.1,0.1,-0.2,0.1,-0.3,0.0,-0.1,-0.1
G6PDH CS,6,-19,0,5,11,5,-4,18
DTT redox prof,1.1,-2.9,0.3,1.8,0.4,4.9,-0.8,0.3
PMI act hi M6P,0.9,0.9,1,0.9,1,0.9,1.1,1
TLR4 MyD88 comp,-2,2,2,-3,1,40*,2,5
S1P3 antagonist,x,-19,-15,-10,1,x,3,-5
Diaphorase act,0.9,0.8,0.9,0.9,1.1,0.9,0.8,0.9

4 of the entries above in order of the DTT redox prof value, largest number first.
cpd | structure | DTT redox prof
4 | COCCN(C(=O)COc1ccccc1)c1nnc(-c2cccnc2)s1 | 1.8
1 | Cc1cccc(CCNS(=O)(=O)c2ccc(S(=O)(=O)N3CCCCC3)cc2)c1 | 1.1
3 | CCOC(=O)c1csc(NC(=O)c2ccc(OCC)cc2)n1 | 0.3
7 | CCOC(=O)N1CCN(C(=O)Nc2ccccc2)CC1 | -0.8

Later entries.
[9] COCCNC(=S)N/N=C/c1ccccc1C(=O)O
[10] O=C1CCC(C(=O)NCc2cccnc2)N1 (stereo not drawn)
[11] O=C1CN(C(=O)c2cc3ccccc3o2)c2ccccc2N1
[12] N#Cc1cnn(-c2ccccc2)c1N
[13] CCOCCCNC(=S)Nc1ccc2nc(N3CCCC3)cc(C)c2c1
[14] CCOC(=O)C1CCN(C2CC(=O)N(c3cccc(Cl)c3)C2=O)CC1 (stereo not drawn)
[15] O=C(COC(=O)CSc1ccc2ccccc2c1)NC1CC1
[16] CC(=O)Nc1ccc(/C=N/NC(=O)c2cccc(S(=O)(=O)N3CCOCC3)c2)cc1
entry no.,9,10,11,12,13,14,15,16
RAM network inh,0.8,0.0,2.0,0.3,0.8,2.5,-0.1,1.0
Diaphorase inh,13,12,11,5,6,6,8,19
L major viab,-6,-4,-3,2,100*,-4,-8,-8
PMI activator,1,0.9,1,1.1,0.8,1,0.9,1
Hsp70 act,-0.4,-0.3,-0.3,-0.1,0.0,-0.1,-0.4,-0.3
G6PDH CS,9,13,-6,1,1,11,-9,0
DTT redox prof,-0.1,0.8,-0.3,0.4,-0.1,-2.4,0.3,-0.1
PMI act hi M6P,1,1,1,1,0.5,1,1,0.8
TLR4 MyD88 comp,-2,-4,-10,-1,-14,4,-25,0
S1P3 antagonist,x,x,2,x,7,15,-12,-4
Diaphorase act,0.9,0.9,0.9,1,0.9,0.9,0.9,0.8

[17] COc1cc(/C=C/C(=O)O)cc(S(=O)(=O)Nc2ccccc2Cl)c1OC
[18] CC(C)c1cc(NC(=O)c2ccccc2)cc(C(C)C)c1O
[19] N#Cc1c(/N=C/C=C/c2ccccc2)sc2c1CCCC2
[20] Cc1cccc(-c2nnc(-c3ccc(N)cc3)o2)c1
[21] CCc1nc2ccccc2n1CC(=O)N1CCN(Cc2ccccc2)CC1
[22] COC(=O)c1noc(-c2ccc(C)cc2)n1
[23] CC(C)n1c(NCCc2ccccc2)nc2c1c(=O)n(C)c(=O)n2C
[24] CCn1c(CNc2ccc(C)cc2)nnc1SCC(N)=O
entry no.,17,18,19,20,21,22,23,24
RAM network inh,1.1,-0.2,2.8,0.5,1.6,-0.5,1.5,-0.1
Diaphorase inh,12,10,5,9,9,4,25,13
L major viab,0,5,-7,11,0,4,0,-4
PMI activator,1.2,1,0.7,0.9,1,1.1,0.9,1
Hsp70 act,-0.6,-0.3,-0.2,0.0,-0.1,-0.5,-0.5,-0.1
G6PDH CS,-5,22,13,9,5,8,5,5
DTT redox prof,-0.2,-2.3,-2.6,1.3,-1.1,0.0,0.3,1.0
PMI act hi M6P,1.2,0.9,0.9,0.9,0.9,1.1,0.9,1
TLR4 MyD88 comp,-14,5,-13,-9,-8,12,3,8
S1P3 antagonist,-10,-5,x,-3,-16,x,x,x
Diaphorase act,0.9,0.9,1,0.9,0.9,1,0.8,0.9

[25] Cc1cc(=O)[nH]c(SCC(=O)O)c1C#N
[26] Cc1ccc(NC(=O)COC(=O)CNC(=O)c2ccc(Br)cc2)c(C)c1
[27] CC(=O)C1=C(C)NC2(O)c3ccccc3C(=O)C12O (stereo not drawn)
[28] O=C(COC(=O)c1ccncc1)c1ccccc1
[29] O=C(C1=C[C@H](c2ccccc2)C[C@H](OCc2ccc(CO)cc2)O1)N1CCOCC1
[30] COc1ccc(CCNC(=O)c2cccs2)cc1OC
[31] CCOC(=O)N1CCN(C(=O)C2CCN(S(=O)(=O)c3ccc(C)cc3)CC2)CC1
[32] COCCn1c(C)cc(C(=O)COc2ncnc3ccc(Br)cc23)c1C
entry no.,25,26,27,28,29,30,31,32
RAM network inh,2.5,5.4,0.7,1.3,0.6,-1.1,0.1,3.2
Diaphorase inh,14,10,8,8,3,6,9,30
L major viab,-5,-6,-10,-5,-10,-10,-2,10
PMI activator,1.1,0.9,0.9,1,1,1.1,0.9,0.9
Hsp70 act,0.0,-0.1,0.2,0.0,-0.1,0.3,-0.4,-0.1
G6PDH CS,7,19,10,7,6,4,0,-3
DTT redox prof,-4.1,0.2,-0.6,-2.1,0.6,-0.2,0.1,-0.8
PMI act hi M6P,1,0.9,0.5,1,1.1,1.1,0.9,0.9
TLR4 MyD88 comp,8,8,1,-11,-1,5,-10,-10
S1P3 antagonist,x,0,-7,11,3,5,x,-2
Diaphorase act,0.9,0.9,0.9,0.9,1,0.9,0.9,0.7

[33] O=C(O)c1ccc(/C=N/NC(=S)NC2CCCCC2)cc1
[34] O=C(Oc1cc(=O)oc2ccccc12)c1ccco1
[35] O=C(O)CSc1nnc(COc2cccc3ccccc23)n1Cc1ccccc1
[36] CCOc1cc(/C=N/NC(=O)c2cccnc2)cc(Br)c1OCC(N)=O
[37] COC(=O)NCCOc1cc(C)ccc1C
[38] Clc1ccc(-n2nnc(-c3cccnc3)n2)cc1Cl
[39] COC(=O)C1=C(C)N(c2ccc(C)c(C)c2)/C(=C/c2ccc(O)cc2)C1=O
[40] CS(=O)(=O)N1CCN(CC(=O)NC2CCCCC2)CC1
entry no.,33,34,35,36,37,38,39,40
RAM network inh,6.4,-0.9,3.5,1.6,0.9,0.5,5.1,0.0
Diaphorase inh,19,20,2,2,3,-12,10,-16
L major viab,-2,-5,3,-3,-11,7,99*,-5
PMI activator,1,0.9,1.2,1,1,1,1,1
Hsp70 act,-0.1,0.2,0.0,-0.1,0.6,-0.2,-0.3,-0.5
G6PDH CS,5,-2,2,-2,-6,9,-1,1
DTT redox prof,-0.3,0.0,-2.1,-0.1,7.5,2.0,0.9,-0.7
PMI act hi M6P,1.1,0.9,1,0.9,1,1.2,1,1
TLR4 MyD88 comp,14,-19,-8,-8,-4,10,-4,-3
S1P3 antagonist,-178,-17,-7,13,-17,-2,4,-8
Diaphorase act,0.8,0.8,1,1,1,1.1,0.9,1.2

[41] Cc1cc(NC(=O)c2sc(Nc3ccc(F)c(Cl)c3)nc2N)no1
[42] COc1ccc(Cc2nnc(NC(=O)C3CCCO3)s2)cc1OC (stereo not drawn)
[43] CCSc1ncc(Cl)c(C(=O)Nc2ccc(S(=O)(=O)Nc3onc(C)c3C)cc2)n1
[44] Cc1nc(C)c(-c2csc(Nc3ccc(F)cc3)n2)s1
[45] COc1ccc(C2CC(=O)c3cnn(-c4nc(C)cc(C)n4)c3C2)cc1 (stereo not drawn)
[46] Cc1c(CCO)c(=O)n(-c2ccccc2)n1S(=O)(=O)c1c(Cl)cc(Cl)cc1Cl
[47] CCOc1ccccc1NC(=O)CCC(=O)O
[48] O=C(CSc1nnc(-c2ccncc2)n1-c1ccc(F)cc1)NC(=O)NCc1ccco1
entry no.,41,42,43,44,45,46,47,48
RAM network inh,2.7,1.5,3.8,1.2,5.9,0.9,-0.8,1.1
Diaphorase inh,-3,-2,12,19,0,13,15,25
L major viab,-2,-6,-13,39,78*,1,0,-3
PMI activator,1.1,1,0.9,0.9,1.1,1,1,1.1
Hsp70 act,0.1,0.1,-0.1,0.4,0.0,-0.4,-0.5,-0.6
G6PDH CS,-7,-7,-8,-2,1,0,3,6
DTT redox prof,0.2,-3.5,2.2,-1.0,-0.7,1.8,1.6,-0.8
PMI act hi M6P,1.1,1,1.1,0.8,1.1,1.1,1,1.1
TLR4 MyD88 comp,-10,-3,1,-4,-2,5,-9,-13
S1P3 antagonist,-1,x,7,2,-8,x,-18,-22
Diaphorase act,1,1,0.9,0.8,1,0.9,0.9,0.8

Down the list, quoted from above:
Entries 20–24 in Hsp70 act: 0.0, -0.1, -0.5, -0.5, -0.1
Entries 20–24 in Diaphorase act: 0.9, 0.9, 1, 0.8, 0.9
Entries 20–24 in Diaphorase inh: 9, 9, 4, 25, 13
